From PubChem
TRPN1 ag: zebrafish TRPN1 (NompC) channel agonism; HEK293 zebrafish TRPN1-YFP, Fluo-8 calcium fluorescence; 100% = response to 87 µM carbachol; activation, % at 3 µM; actives 0.18% (n = 220,000); AID 1424;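 active = activation above its plate's cutoff, the mean activation of test wells on that plate plus 3 SD, cut at about 19% in these data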;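 also: 0% = DMSO alone and 100% = 87 µM carbachol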
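Material: zebrafish TRPN1-YFP in HEK293 cells; Doses: single test compound dose, 3 µM nominal, 0.3% DMSO; Timing: dye loading 1 h at 37 °C, then 30 min room temperature; Technique: intracellular calcium fluorescence with Fluo-8; Benchmarks: high carbachol 87 µM, low DMSO alone.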
PPC-1+TRAIL kill: kills PPC-1 cancer cells in the presence of TRAIL; PPC-1 cells + TRAIL, ATPLite viability luminescence; cell killing (% activity), % at 4 µM; actives 0.41% (n = 220,000); AID 1443;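 active = cell killing above 50% in the first pass at 4 µM, then a duplicate retest at 5 µM averaging 50% or more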;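 also: plate controls were cells with TRAIL plus DMSO for no effect and medium-only wells lacking cells for full effect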
RBBP9 inh: inhibitors of human serine hydrolase RBBP9 | inhibition, % at 7.94 µM | actives 0.2% (n = 220,000) | AID 1515 | recombinant RBBP9, FP-Rh probe fluorescence polarization | O75884;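 active = inhibition above the campaign mean of all tested compounds plus 3 SD, cut at about 14% in these data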;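 also: plate controls were DMSO wells with RBBP9 for no effect and wells lacking RBBP9 protein for full effect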
Target sequence (O75884 whole entry, looked up): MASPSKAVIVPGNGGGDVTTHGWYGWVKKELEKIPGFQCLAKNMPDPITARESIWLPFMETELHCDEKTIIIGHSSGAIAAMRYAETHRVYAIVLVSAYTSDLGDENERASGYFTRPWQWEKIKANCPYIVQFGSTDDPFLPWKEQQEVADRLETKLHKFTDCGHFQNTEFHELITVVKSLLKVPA
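System: RBBP9 protein / Quantity: 2.5 µM RBBP9 dispensing solution, before mixing / Also added: Serine-hydrolase probe FP-Rh, 375 nM pre-mixing / Dosing: 7.94 µM single dose, 0.794% DMSO / Timing: enzyme-compound preincubation 30 min, then probe labeling 45 min, 25 °C / Signal: FP readout at 525/598 nm / Controls: DMSO-treated enzyme wells and wells lacking RBBP9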
Ba/F3 V617F tox: reduce viability of Ba/F3 cells dependent on JAK2V617F; Ba/F3 EpoR-JAK2V617F viability, ATP luminescence; inhibition, % at 5.6 µM; actives 1.1% (n = 220,000);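 active = inhibition above the campaign mean plus 3 SD over all tested compounds, cut at about 24% in these data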;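 also: cytokine-independent growth of Ba/F3 cells driven by EpoR plus mutant JAK2; 0% = DMSO-treated cells and 100% = JAK inhibitor I control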
BaF3 parental: reduces parental Ba/F3 cell viability, JAK2V617F counter-screen. actives 1.1% (n = 220,000). CellTiter-Glo ATP luminescence. inhibition, % at 5.6 µM. AID 1486;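 active = inhibition above a per-campaign cutoff, the mean inhibition of all tested compounds plus 3 SD, cut at about 27% in these data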;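 also: 0% = DMSO wells and 100% = JAK Inhibitor I control wells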
TRPML3 ag: agonists of human TRPML3 channel; HEK293 TRPML3-YFP, Fluo-8 calcium fluorescence; 100% = the carbachol control signal; activation, % at 3 µM; actives 0.29% (n = 220,000); Q8TDD5;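 active = activation above its plate's cutoff, the mean activation of the plate's test wells plus 3 SD, cut at about 12% in these data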;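 also: 0% = DMSO only wells and 100% = carbachol wells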
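Test system – HEK293 line with stable expression of human TRPML3-YFP channel · Control set – carbachol 87 µM final as high control (100%), DMSO as low control (0%) · Signal – Fluo-8 calcium dye fluorescence, ex 470-495, em 515-575 nm · Incubation – 1-h 37 °C dye load, 5-s basal, 120-s post-compound reads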
TNF necrop inh: inhibitors of TNF-alpha induced necroptosis in Jurkat FADD-/- cells. Jurkat FADD-/- TNF necroptosis rescue, ATP luminescence, 24 h; 0 = TNF only, 100 = no-TNF cells. activation (protection from cell death), % at 10 µM. actives 0.068% (n = 220,000). AID 463075;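 active = activation, meaning protection from cell death, of at least 50% relative to plate controls; inactive = activation below 50%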;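 also: necroptosis triggered by 40 ng/mL TNF-alpha added together with compound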
CHOP inh: CHOP inhibition in unfolded protein response | CHO-K1 CHOP-promoter luciferase, tunicamycin-induced, 15-18 h | inhibition, % at 10 µM | actives 3.8% (n = 220,000) | AID 2732;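 active = compounds that reduced the stress-induced luciferase reporter signal by more than about 70% of percent inhibition, limit read from the data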;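 also: 0% = tunicamycin plus vehicle and 100% = wells without tunicamycin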
Wee1 degr inh: inhibitors of human Wee1 degradation; HeLa Luc-Wee1K328M stability, luciferase luminescence; 100% = proteasome inhibitor MG132 effect; reporter increase, % at 5 µM; actives 1.2% (n = 220,000);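 active = activation above the mean of all tested compounds plus 3 SD, set per screening run, cut at about 8.8% in these data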;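 also: cells exposed to compound for 20 h before luminescence read; 0% = DMSO alone and 100% = MG132 at 30 µM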
Target sequence (P30291 whole entry K328M): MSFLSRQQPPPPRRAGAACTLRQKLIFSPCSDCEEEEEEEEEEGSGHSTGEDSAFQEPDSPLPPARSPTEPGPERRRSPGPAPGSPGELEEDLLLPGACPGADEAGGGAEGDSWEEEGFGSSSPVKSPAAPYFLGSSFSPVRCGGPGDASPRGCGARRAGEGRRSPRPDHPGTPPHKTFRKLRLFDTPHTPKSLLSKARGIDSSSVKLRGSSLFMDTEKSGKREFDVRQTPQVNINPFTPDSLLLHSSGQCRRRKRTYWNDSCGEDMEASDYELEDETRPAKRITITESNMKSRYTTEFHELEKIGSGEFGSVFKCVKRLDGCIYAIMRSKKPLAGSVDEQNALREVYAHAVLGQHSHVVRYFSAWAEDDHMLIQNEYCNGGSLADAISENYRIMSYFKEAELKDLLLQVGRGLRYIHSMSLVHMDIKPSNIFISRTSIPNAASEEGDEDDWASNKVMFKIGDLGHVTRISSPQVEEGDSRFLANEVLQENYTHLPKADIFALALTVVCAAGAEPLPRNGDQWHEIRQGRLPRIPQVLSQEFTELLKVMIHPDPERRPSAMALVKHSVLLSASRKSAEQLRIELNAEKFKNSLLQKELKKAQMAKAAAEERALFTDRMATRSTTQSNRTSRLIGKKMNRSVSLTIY
* marks the source's active call; other numbers are inactive results; x = no result given. No enrichment for hits; overall some 6.8% were active at least once.

SMILES	TRPN1 ag	PPC-1+TRAIL kill	RBBP9 inh	Ba/F3 V617F tox	BaF3 parental	TRPML3 ag	TNF necrop inh	CHOP inh	Wee1 degr inh
Cc1ccc(-n2[nH]c(C)c(/C=N/c3ccccn3)c2=O)cc1	1.2	16	-2	11	16	0.1	-7.0	16	-1
CCc1cc2cc(C)cc(C)c2nc1Cl	0.9	15	-9	1	4	0.7	-0.5	40	3
CC(C)CCn1c(=O)c2ccccc2n2c(CCl)nnc12	0.9	-5	-2	4	7	1.3	-6.6	-98	-1
Cc1cccc(OCC(=O)NNC(=O)CCc2ccccc2)c1	2.2	8	-1	5	15	-0.1	1.0	4	-4
O=C1C=C(N2CCCCCC2)C2(CCCCC2)O1	-0.4	14	2	-4	2	0.6	1.0	0	1
O=C(CNCc1cccnc1)Nc1cc(C(F)(F)F)ccc1N1CCOCC1	0.6	1	-3	-2	-1	-0.5	5.2	-8	0
CCOC(=O)Nc1ccc(OCc2nnc3c4ccccc4c(C)nn23)cc1	2.4	-17	-2	8	12	0.1	-1.7	20	-3
Cc1ccc(-c2csc(NC(=O)COC(=O)c3cccc(S(=O)(=O)N4CCOCC4)c3)n2)cc1	-1.5	6	-4	0	8	-0.9	-8.4	31	4
CCc1ccccc1NC(=S)NC1CC2CCC(C1)N2Cc1ccco1 (configuration not stated)	-0.3	4	5	-2	3	0.3	-7.7	18	-4
Cc1ccc(CN2C(=O)CCC2C(=O)NCc2ccc(F)cc2)cc1 (configuration not stated)	1.0	1	-9	-2	-1	-0.2	0.4	35	1
CCOc1cc(CN2CCCCC2)ccc1OC	0.0	29	1	-3	0	0.9	-0.1	6	0
COc1ccc(C(=O)c2c[nH]c(C(=O)NCC3CCCO3)c2)cc1 (configuration not stated)	1.2	16	1	1	0	-0.8	-2.7	-29	-2
COc1ccc(COC(=O)N/N=C(\C)CC(=O)NCc2ccc(Cl)cc2)cc1	-1.4	4	-3	2	4	-0.3	0.6	65	1
COc1ccc(N=C2SC(C(=O)Nc3ccc(OC)cc3)CC(=O)N2CCN2CCOCC2)cc1 (configuration not stated)	2.9	1	-6	7	11	0.2	1.0	7	0
CCN1CCN(C(=O)N[C@@H](C(=O)N[C@@H]2C(=O)N3[C@@H]2SC(C)(C)[C@@H]3C(=O)O)c2ccccc2)C(=O)C1=O	0.2	-8	-11	1	9	0.6	-0.2	2	-3
CC(=O)OC1c2c(ccc3ccc(=O)oc23)OC(C)(C)C1OC(=O)CC(C)C (configuration not stated)	-2.2	19	5	-1	5	-0.7	-1.8	3	1
CCOC(=O)c1ccc(N2C(=O)CC(N3CCOCC3)C2=O)cc1 (configuration not stated)	-0.1	-12	-11	0	3	0.1	-0.8	-2	0
Cc1ccc(C2CCN(C(=O)Nc3ccccc3)C2)cc1 (configuration not stated)	0.0	21	0	-1	4	0.7	2.0	x	1
CC1CCCN(C(=S)NC2CCCC2)C1 (configuration not stated)	-1.0	1	5	-2	3	0.6	-0.2	-7	-1
COc1ccc(O)c(-c2cc(C(F)(F)C(F)F)nc(-c3ccccc3)n2)c1	0.1	-4	-3	0	5	0.6	-2.0	40	6
CCCn1c(SCC(=O)N2c3ccc(F)cc3CCC2C)nnc1-c1ccccn1 (configuration not stated)	-0.4	0	-7	0	0	0.0	-1.9	16	-1
COc1ccc(C(CNC(=S)NCc2ccccc2)N2CCCC2)cc1 (configuration not stated)	1.7	-12	-6	5	11	1.8	1.7	6	-2
CC(NC(=O)CC1Sc2ccccc2NC1=O)c1ccccc1 (configuration not stated)	-2.2	6	-7	-2	4	-0.2	-1.3	30	2
CCOC(=O)C1=NN(C(C)=O)C2(CC(=O)N(c3ccc(C)c(C)c3)C2=O)C1 (configuration not stated)	1.6	26	-4	2	3	0.8	0.8	22	0
Cc1oc2nc(SCCCC(=O)NCCCO)nc(N)c2c1C	-0.6	6	5	-1	3	0.8	0.4	37	0
O=C(c1ccc2c(c1)OCO2)C1CCCN(Cc2ccc3cccc(F)c3n2)C1 (configuration not stated)	0.0	x	-6	1	9	0.5	1.1	-12	-4
CCOc1nc(C)ccc1-c1noc(CC)n1	-1.1	20	-8	-3	5	0.8	-0.4	2	-1
COCCCN(CC(=O)Nc1ccc(N2CCOCC2)cc1)S(=O)(=O)c1ccc(Cl)cc1	0.2	-8	-1	1	3	0.8	3.7	12	0
Clc1cccc(Cl)c1COc1ccccn1	-0.8	-15	-1	-1	-1	-0.7	-1.7	32	-2
CCc1ccccc1-n1c(SCC(=O)Nc2ccc3c(c2)OCCO3)nc2[nH]ncc2c1=O	-0.6	11	-10	2	4	-0.3	-6.5	6	3
O=C(NC1CCCCC1)NC1CCN(S(=O)(=O)Cc2ccccc2)CC1	0.5	15	-2	-1	-3	1.4	0.2	10	0
O=C(COC(=O)c1ccc2c(c1)OCCO2)NCCC1=CCCCC1	-1.6	5	2	-4	0	0.0	-2.6	40	-2
O=C(CCc1nc2ccccc2[nH]c1=O)OCC(=O)N1CCc2ccccc21	-1.4	13	2	-3	0	-0.7	-0.6	4	2
CCCCOc1ccc(C(O)(CCC)CCN2CCOCC2)cc1 (configuration not stated)	0.1	17	-11	0	3	0.8	-2.2	-1	-2
Cc1nn(C)c(C)c1S(=O)(=O)N(CC(=O)NCCN1CCOCC1)c1ccc(C(C)C)cc1	1.4	-14	-5	2	5	-0.4	1.1	-2	-1
O=C(CSCc1ccc(F)cc1)Nc1ccccc1	-0.6	1	-1	2	1	-0.8	45	14	-2
NS(=O)(=O)c1ccc(NC(=O)c2ccc(-c3ccccc3)cc2)cc1	1.0	16	-10	-3	3	1.0	1.9	-12	0
CSc1ccccc1NC(=S)NC1CCCCC1	-0.5	1	-6	-3	6	0.0	-3.2	-26	-2
O=C(N[C@@H](Cc1ccccc1)C(=O)OCC(=O)N1CCOCC1)c1cccs1	0.3	4	-1	1	10	1.1	-0.1	5	-3
Cc1c(Cl)c([N+](=O)[O-])nn1Cc1ccc(C(=O)NN)o1	0.8	23	-14	1	-1	0.9	6.3	20	-3
Cc1ccc(C)c(N2CCN(C(=O)CCCn3c(=S)[nH]c4cc5c(cc4c3=O)OCO5)CC2)c1	-0.7	3	-4	3	7	1.0	-4.8	39	1
C=CCNC(=O)COC(=O)c1ccc(Cl)c(S(=O)(=O)N(Cc2ccccc2)c2ccccc2)c1	-0.4	33	-12	-2	8	-1.0	1.6	-1	3
Cc1ccc(NC(=O)C2CCN(S(=O)(=O)c3c(C)noc3/C=C/c3ccco3)CC2)nc1	2.1	21	-6	1	3	1.1	6.6	58	3
COc1ccc2[nH]c(C(=O)O)c(CCN3C(=O)c4cccc([N+](=O)[O-])c4C3=O)c2c1	0.7	19	-1	14	4	0.4	-0.4	0	-2
Cc1cccc(NC(=O)CCSc2nnc(Cc3ccccc3)o2)c1	-0.2	15	1	-3	8	-0.2	1.7	5	-1
FC(F)(F)c1cccc(-c2noc(CN3CCOCC3)n2)c1	1.2	7	0	-2	6	0.9	-2.1	25	2
O=C(CS(=O)(=O)Cc1ccccc1)N1CCN(c2cccc(C(F)(F)F)c2)CC1	1.4	-22	0	-5	0	0.6	0.0	55	-2
CC(=O)N1CCN(C(=O)CCC(=O)O)CC1	2.7	-11	1	-1	-5	0.7	4.2	-8	-3
C=CCn1c(SCC(=O)Nc2cccc(OC)c2)nnc1-c1cccnc1	0.1	10	-5	6	6	-0.1	-0.9	-5	0
COc1ccccc1C(C)NCC(=O)NCC(=O)Nc1ccc(F)c(F)c1F (configuration not stated)	-0.9	-6	-3	-1	6	0.8	2.3	-15	6
Cc1nc2cc(-c3cccs3)[nH]n2c(=O)c1C	-0.6	x	-6	0	5	1.2	-1.4	29	3
CCC(=O)N1CCc2cc(S(=O)(=O)CCC(=O)N3CCc4ccccc4C3)ccc21	-0.8	17	3	0	4	-0.2	-1.3	31	5
CCCCCN(C(=O)NC(=O)Nc1ccccc1C)S(C)(=O)=O	1.3	8	-6	-2	1	0.5	0.7	29	-4
CCC1C(c2ccccc2)N(C)C(c2ccccc2)CC1(O)c1ccccc1 (configuration not stated)	-0.2	7	-7	-2	8	1.2	2.4	99*	2
Cc1ccc(-n2cc(-c3ccccc3)c3c(N4CCOCC4)ncnc32)cc1	-0.8	2	-7	-5	-1	-0.5	-8.8	69	-2
Cc1nnc(SCC(=O)NC(=O)NC2CCCC2)n1N	0.6	6	-6	-1	4	1.7	-0.1	-5	2

Part of the list above in order of length of the SMILES, low to high.
SMILES	TRPN1 ag	PPC-1+TRAIL kill	RBBP9 inh	Ba/F3 V617F tox	BaF3 parental	TRPML3 ag	TNF necrop inh	CHOP inh	Wee1 degr inh
CC(=O)N1CCN(C(=O)CCC(=O)O)CC1	2.7	-11	1	-1	-5	0.7	4.2	-8	-3
Cc1nnc(SCC(=O)NC(=O)NC2CCCC2)n1N	0.6	6	-6	-1	4	1.7	-0.1	-5	2
FC(F)(F)c1cccc(-c2noc(CN3CCOCC3)n2)c1	1.2	7	0	-2	6	0.9	-2.1	25	2
CCCCCN(C(=O)NC(=O)Nc1ccccc1C)S(C)(=O)=O	1.3	8	-6	-2	1	0.5	0.7	29	-4
C=CCn1c(SCC(=O)Nc2cccc(OC)c2)nnc1-c1cccnc1	0.1	10	-5	6	6	-0.1	-0.9	-5	0
COc1ccccc1C(C)NCC(=O)NCC(=O)Nc1ccc(F)c(F)c1F (configuration not stated)	-0.9	-6	-3	-1	6	0.8	2.3	-15	6
CCC(=O)N1CCc2cc(S(=O)(=O)CCC(=O)N3CCc4ccccc4C3)ccc21	-0.8	17	3	0	4	-0.2	-1.3	31	5
Cc1ccc(NC(=O)C2CCN(S(=O)(=O)c3c(C)noc3/C=C/c3ccco3)CC2)nc1	2.1	21	-6	1	3	1.1	6.6	58	3
Cc1ccc(C)c(N2CCN(C(=O)CCCn3c(=S)[nH]c4cc5c(cc4c3=O)OCO5)CC2)c1	-0.7	3	-4	3	7	1.0	-4.8	39	1
COc1ccc2[nH]c(C(=O)O)c(CCN3C(=O)c4cccc([N+](=O)[O-])c4C3=O)c2c1	0.7	19	-1	14	4	0.4	-0.4	0	-2
